Assay outcomes as filed in PubChem BioAssay.
Glyco luc inh: blocks N-linked glycosylation in D54 reporter cells. D54 ERlucT glycosylation luciferase reporter, 24 h; percent of 100 nM tunicamycin response. reporter increase, % at 12.5 µM. 360,000 compounds, 0.23% hits. AID 588692;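 active means mean luciferase reporter signal, scaled so untreated is 0 and the glycosylation-blocking control 100, at or above a set limit in every replicate; inconclusive means mean reaches the limit but not every replicate does; inactive means mean below the limit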;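 further: luciferase carries N-glycosylation sites so blocking glycosylation raises the light; 0% = median of neutral control wells and 100% = median of 100 nM tunicamycin wells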
TLR9-MyD88 inh: blocks human TLR9 binding to MyD88; CHO BLA complementation TLR9-MyD88, CCF4 FRET ratio; Q9NR96+Q99836; inhibition, % at 4.98 µM; AID 504734; 340,000 compounds, 0.21% hits;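 active means inhibition above the mean over all tested compounds plus 3 SD, cut at about 21% in these data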;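 further: 0% = DMSO only wells and 100% = clavulanate BLA inhibitor control wells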
ABHD5-PLIN5 inh: inhibitors of human ABHD5-perilipin-5 interaction; Split G. princeps luciferase complementation, luminescence, 4 h; 360,000 compounds, 0.78% hits; inhibition, % at 4 µM;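 active means inhibition above the mean inhibition across every tested compound plus 3 SD, cut at about 22% in these data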;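 further: 0% = DMSO only wells and the 100% control is not disclosed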
Target sequence (Q00G26 whole entry, looked up): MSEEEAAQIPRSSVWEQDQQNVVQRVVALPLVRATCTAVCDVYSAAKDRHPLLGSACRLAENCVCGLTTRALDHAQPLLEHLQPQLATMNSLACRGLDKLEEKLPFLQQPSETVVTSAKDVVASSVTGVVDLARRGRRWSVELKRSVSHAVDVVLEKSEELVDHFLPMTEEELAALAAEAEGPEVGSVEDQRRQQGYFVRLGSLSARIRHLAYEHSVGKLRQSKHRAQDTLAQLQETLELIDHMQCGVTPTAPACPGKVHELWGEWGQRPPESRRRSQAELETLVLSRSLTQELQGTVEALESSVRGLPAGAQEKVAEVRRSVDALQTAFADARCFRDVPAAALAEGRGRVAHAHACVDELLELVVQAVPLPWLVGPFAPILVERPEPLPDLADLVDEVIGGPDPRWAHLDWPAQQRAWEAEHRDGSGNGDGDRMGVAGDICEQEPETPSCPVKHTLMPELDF
Target sequence (Q8WTS1 whole entry, looked up): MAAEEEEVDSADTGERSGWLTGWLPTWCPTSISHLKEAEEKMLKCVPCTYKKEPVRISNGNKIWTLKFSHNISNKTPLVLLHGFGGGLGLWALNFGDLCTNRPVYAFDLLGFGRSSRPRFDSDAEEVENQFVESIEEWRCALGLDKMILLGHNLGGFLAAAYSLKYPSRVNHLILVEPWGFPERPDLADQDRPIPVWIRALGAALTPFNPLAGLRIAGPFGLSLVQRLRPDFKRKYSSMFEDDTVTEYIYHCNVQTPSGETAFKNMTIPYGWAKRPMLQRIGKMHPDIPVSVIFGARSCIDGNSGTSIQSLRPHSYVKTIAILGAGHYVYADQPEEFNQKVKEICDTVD
MC4R ag barr: agonists of human melanocortin 4 receptor (MC4R) beta-arrestin | activation, % at 8.9 µM | U2OS MC4R beta-arrestin complementation, luminescence; percent of melanotan II response, DMSO zero | 360,000 compounds, 0.98% hits | P32245 | AID 540308;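 active means activation above a per-plate cutoff, the mean activation of sample wells on that plate plus 3 SD, cut at about 8% in these data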
ABCB6 inh 2: blocks the human ABCB6 transporter; Q9NP58; fluorescence ratio to DMSO, % at 10 µM; 360,000 compounds, 0.19% hits; K562-ABCB6 porphyrin accumulation, flow cytometry, 1 h; stronger effect = lower value;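 active means fluorescence ratio to DMSO below 75%, the collection mean minus 3 SD; inconclusive means too few cells collected in the well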;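 further: signal is porphyrin accumulated inside mitochondria; 100% equals median channel fluorescence of DMSO control wells; lower ratio means ABCB6 inhibition with less porphyrin fluorescence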
MC4R antag cAMP: human MC4R antagonism in cAMP assay. inhibition, % at 6.5 µM. 360,000 compounds, 0.48% hits. P32245. MC4R-expressing cells, MTII-stimulated cAMP, LANCE TR-FRET;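 active means inhibition above its plate's cutoff, the mean of tested wells on that plate plus 3 SD, cut at about 29% in these data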;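 further: 0% = Melanotan II alone and 100% = Melanotan II plus saturating MCL0020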
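System: U2OS cells stably expressing human melanocortin 4 receptor (MC4R). Reagent: Melanotan II challenge after compound preincubation. Doses: 6.5 µM. Times: 30-min compound, 1-h challenge, 1-h detection, room temperature. Measured by: TR-FRET with Eu-cAMP and labeled anti-cAMP, 671 nm. Replicates: singlicate.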
SRC2 inh: human SRC2 (NCOA2) inhibition | Q15596 | HEK293 GAL4-SRC2 luciferase reporter, luminescence | inhibition, % at 9 µM | 370,000 compounds, 0.17% hits | AID 651957;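 active means inhibition above the mean inhibition of all tested compounds plus 3 SD, set per campaign, cut at about 52% in these data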;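 further: 0% = DMSO treated cells and 100% = cells given Gossypol at 36 µM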
HTR2A ag: activates the mouse 5-HT2A serotonin receptor; P35363; 360,000 compounds, 0.66% hits; AID 624169; CHO-K1 mHTR2A beta-arrestin complementation, luminescence; percent of 30 µM serotonin response; activation, % at 7.6 µM;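 active means activation above a run cutoff, the mean activation of all tested compounds plus 3 SD, cut at about 14% in these data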;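 further: 0% = plate median of compound wells and 100% = 30 µM serotonin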
NOD2 RIPK2 PPI: inhibitors of human NOD2-RIPK2 interaction | AID 624267 | O43353 | inhibition, % at 4.98 µM | 360,000 compounds, 0.38% hits | CHO BLA complementation NOD2-RIPK2, CCF4 ratio; in the data active means inhibition above about 21%;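 further: 0% = vehicle only and 100% = reference blocker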
Cardio protect: myocardial damage modulation in H9c2 cells | H9c2 cardiomyocytes, H2O2 injury protection, ATPLite, 2 h | protection from H2O2 cell death, % at 20 µM | 360,000 compounds, 0.63% hits | AID 588492;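 active means compounds giving at least 50% protection of heart cells from peroxide-induced death in the single-dose screen, raw or plate-pattern-corrected value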;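 further: 0% = DMSO wells with peroxide and 100% = DMSO wells without peroxide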
* = called active by the depositor; ? = inconclusive; / = not tested or not shown. A portion of the library, so the mix of outcomes need not match the whole.

Sample of the layout (two entries):
SMILES	Glyco luc inh	TLR9-MyD88 inh	ABHD5-PLIN5 inh	MC4R ag barr	ABCB6 inh 2	MC4R antag cAMP	SRC2 inh	HTR2A ag	NOD2 RIPK2 PPI	Cardio protect
COc1ccccc1C(=O)C(O)c1ccccc1OC (configuration not stated)	0	1	4	-1.2	73*	-3	-13	-4	1	2
CC1CCCCN1CC(=O)Nc1ccc(Oc2ccccc2)cc1 (configuration not stated)	-4	1	7	-0.1	102	5	-9	-9	-10	3

This part in full, from the start:
SMILES	Glyco luc inh	TLR9-MyD88 inh	ABHD5-PLIN5 inh	MC4R ag barr	ABCB6 inh 2	MC4R antag cAMP	SRC2 inh	HTR2A ag	NOD2 RIPK2 PPI	Cardio protect
COc1ccccc1C(=O)C(O)c1ccccc1OC (configuration not stated)	0	1	4	-1.2	73*	-3	-13	-4	1	2
CC1CCCCN1CC(=O)Nc1ccc(Oc2ccccc2)cc1 (configuration not stated)	-4	1	7	-0.1	102	5	-9	-9	-10	3
O=C(CCCSc1nc2ccccc2s1)NCc1ccco1	-1	-3	2	-0.3	87	1	13	4	-1	-4
O=c1cc(C(F)(F)F)nc(SCc2cccnc2)[nH]1	2	-3	2	-2.2	104	8	/	3	-1	3
COc1cccc(CNS(=O)(=O)c2c(C(=O)N3CCCCC3)c(C)n(C)c2C)c1	1	-10	4	-1.7	98	7	-62	-6	-9	2
Cc1ccc(N(C(=O)Nc2ccccc2)C2=NCC(C)S2)cc1 (configuration not stated)	-3	2	6	0.2	99	5	-1	-1	-11	0
C#CCNC(=O)C1=C[C@H](C2CC2)C[C@H](OCCCCO)O1	4	3	2	-1.3	96	2	-16	5	-10	4
Cc1ccccc1COc1ccc(-c2nnn(CC(=O)O)n2)cc1	-1	-1	1	-2.0	101	5	-20	-2	-13	6
CC(=O)NNC(=O)c1[nH]c2ccc(Cl)cc2c1-c1ccccc1	3	-2	3	-1.6	100	3	-14	-3	-9	4
CN(C(=O)c1ccc(NC(=O)c2ccco2)cc1)c1ccccc1	-2	-5	-1	-4.1	106	5	-17	4	1	4
O=C(NCCc1ccc(Cl)cc1)C1CCCN(c2ncnc3c2nc2n3CCCCC2)C1 (configuration not stated)	2	-7	-7	-2.1	98	4	-1	4	-14	2
COc1ccccc1CNC(=O)c1ccc(NS(=O)(=O)c2cccs2)cc1	1	10	8	0.0	92	5	-5	-6	-7	2
NS(=O)(=O)c1cc2c(cc1Cl)NC(c1ccccc1OCC(=O)O)NS2(=O)=O (configuration not stated)	2	4	9	-0.5	98	11	-19	8	-24	-1
Fc1cccc(NC(=S)NCCN2CCOCC2)c1	2	-10	5	-0.7	103	0	19	0	-17	5
COc1ccc(N2CCCn3c2nc2c3c(=O)n(Cc3ccc(C)cc3)c(=O)n2C)c(OC)c1	2	5	-5	-0.9	100	10	-20	-2	0	3
Cc1ccnc(NC(=O)c2ccc(C(=O)c3ccccc3)cc2)c1	-22	-4	-6	0.7	98	10	-18	-3	4	-26
CC1CC(C)(C)N(C(=O)CN2CCN(C)CC2)c2ccccc21 (configuration not stated)	2	4	2	0.9	98	6	12	-3	-12	-6
Cc1ccccc1C(=O)Nc1ccc(N2CCCC2)cc1	0	3	-1	2.3	108	13	-30	-3	-2	1
C[C@H](NC(=O)c1[nH]cnc1C(=O)Nc1ccc(Cl)cc1)c1ccccc1	3	-7	-3	1.9	90	4	-17	-7	1	-25
O=C(COC(=O)CCCSc1nc2ccccc2[nH]1)NC(=O)NC1CCCC1	1	2	10	1.8	85	11	-8	2	-2	-6
O=C(Cc1cccc(NC(=O)C2CCCN(C(=O)C3CCCCC3)C2)c1)Nc1cccc(C(=O)N2CCOCC2)c1 (configuration not stated)	0	1	4	-1.4	98	2	9	-1	9	-5
CC(=O)c1cc2c(cc1N/C(=N/S(=O)(=O)c1ccc(Br)cc1)c1ccccc1)OCO2	-1	7	-7	-0.5	100	4	6	3	-17	14
O=C(O)CNC(=O)c1ccc(NC(=O)/C(=C/c2ccccc2)NC(=O)c2ccccc2)cc1	0	5	2	-0.1	96	-2	-33	-2	-10	2
Cc1cc([N+](=O)[O-])nn1Cc1noc(C(=O)NCCCn2ccnc2)n1	1	-7	-2	-0.1	98	9	-18	0	-6	1
CCOC(=O)[C@H]1[C@H]2COc3cc(OC)ccc3[C@@H]2N2C(=O)c3cc(OC)ccc3NC(=O)[C@@]12C	0	-3	-4	-2.9	101	17	-34	2	0	3
O=[N+]([O-])c1ccc(CN2CCN(c3ccccc3)CC2)o1	0	3	-2	-0.7	94	6	-11	3	14	-1
CC1(CCC(=O)N2CCCC(N3CCN(c4ccc(F)cc4)CC3)C2)CC1 (configuration not stated)	-2	-2	-1	-0.1	102	-1	-6	-13	-13	2
O=C(NCCO)C1CCN(S(=O)(=O)c2ccc(F)cc2)CC1	0	2	-1	0.2	95	7	-27	-2	-7	8
CCN(c1cccc(C)c1)C(C(=O)Nc1ccc(OC)cc1)c1cc2c(cc1[N+](=O)[O-])OCO2 (configuration not stated)	0	-7	-7	-2.1	97	-4	14	-3	-6	-4
Cc1ccccc1C1NS(=O)(=O)N=C1N (configuration not stated)	2	5	3	2.3	101	2	7	6	-5	-4
CC(=O)N1CCN(CC(=O)Nc2ccc(C)c(S(=O)(=O)N(C)C)c2)CC1	0	-5	-3	0.9	102	22	7	1	-4	-4
CC1Cc2ccccc2N1C(=S)Nc1cccc(S(=O)(=O)N(C)C)c1 (configuration not stated)	-2	-7	-5	-0.1	104	1	19	-3	-2	-22
CC(C)NC(=O)C1CCN(C2CCN(C(=O)/C=C/c3cccs3)CC2)CC1	-1	0	3	-0.2	94	4	-9	9	-5	2
COc1ccccc1C(=O)Nc1ccc(Oc2ncnc3sc(-c4ccccc4)cc23)cc1	0	-8	-6	-1.7	97	9	0	2	-8	-3
CCNC(=S)Nc1cc(-c2ccc(Cl)cc2)[nH]n1	-1	11	3	-0.1	95	15	-25	-2	-2	-1
CCNc1nc(NC(C)(C)C)nc(SC(C(C)=O)C(C)=O)n1	?	7	-1	-0.1	97	8	27	1	-2	8
O=C1c2[nH]nc(-c3ccccc3O)c2C(c2ccccc2F)N1Cc1ccco1 (configuration not stated)	-2	-10	5	0.2	96	5	-12	0	6	4
Cc1cccc2sc(NC(=O)[C@@H]3CCCN3C(=O)c3cccs3)nc12	1	-4	-3	-0.7	96	-1	3	-5	1	1
Cc1ccc(NC(=O)CN(C)S(=O)(=O)c2cccc3cccnc23)cc1F	0	-2	11	0.5	103	6	4	1	8	-5
CN(C(=O)c1ccc(S(=O)(=O)N2CCCC2)cc1)C1CCS(=O)(=O)C1 (configuration not stated)	2	-10	7	1.5	100	10	-13	0	-4	-2
Cc1ccc(C(C(=O)NC(C)(C)C)N(C(=O)CCC(=O)Nc2ccccn2)c2ccccc2F)cc1 (configuration not stated)	-4	-11	-4	-1.6	97	6	-6	1	2	3
COc1ccc(C(=O)NC2CC(C)(C)Cc3c2cnn3-c2ccccc2C)c(OC)c1OC (configuration not stated)	1	-8	1	-2.5	103	1	15	-6	-2	4
Cc1cccc(CC(=O)Nc2cccnc2)c1	0	4	8	0.4	99	3	3	0	4	-3
CCCC(c1nnnn1CS(=O)(=O)c1ccc(C)cc1)N1CCN(c2ccc(F)cc2)CC1 (configuration not stated)	0	1	1	-0.6	99	14	-7	-1	-2	0
COc1ccccc1NC(=O)Nc1nnc(CC(=O)Nc2ccccc2C)s1	3	0	3	-2.0	95	23	-12	-1	0	7
CC(=O)c1cccc(NC(=O)CCCN(C)S(=O)(=O)c2ccc(F)cc2)c1	-3	-3	0	0.1	104	-6	-9	-4	-9	10
CCOC(=O)N1CCN(S(=O)(=O)c2ccc(C(=O)N(CCN(CC)CC)c3nc4c(C)cccc4s3)cc2)CC1	0	-1	1	3.0	103	19	13	-10	2	6
S=c1[nH]nc(-c2cccs2)n1/N=C/c1cccs1	0	-8	2	-3.6	88	0	2	3	-7	-1
COC(=O)c1sccc1NC(=O)c1ccc(OC)c(OC)c1	3	-5	0	2.7	107	8	17	4	5	8
CCOc1ccc(S(=O)(=O)N2CCN(C(=O)c3ccco3)CC2)cc1	4	1	-6	-1.2	102	0	14	-2	7	-5

Shown as a hit in ABCB6 inh 2 (from the list above):
mol	Glyco luc inh	TLR9-MyD88 inh	ABHD5-PLIN5 inh	MC4R ag barr	ABCB6 inh 2	MC4R antag cAMP	SRC2 inh	HTR2A ag	NOD2 RIPK2 PPI
COc1ccccc1C(=O)C(O)c1ccccc1OC (configuration not stated)	0	1	4	-1.2	73*	-3	-13	-4	1

(next part)
SMILES	Glyco luc inh	TLR9-MyD88 inh	ABHD5-PLIN5 inh	MC4R ag barr	ABCB6 inh 2	MC4R antag cAMP	SRC2 inh	HTR2A ag	NOD2 RIPK2 PPI	Cardio protect
CCN(CC(=O)Nc1cc(Cl)ccc1C)C(=O)CCS(=O)(=O)c1ccc(Cl)cc1	3	-3	-2	-1.8	100	3	-37	1	-5	2
CCOCC(=O)Nc1ccc(-c2cn3cccnc3n2)cc1	2	-11	-1	-1.1	97	6	-7	1	-12	5
CCCN(CC1COc2ccccc2O1)C(=S)Nc1ccc(C)cc1 (configuration not stated)	-5	3	-2	-0.1	91	5	-43	-3	1	-4
Cc1ccc(S(=O)(=O)N/N=C/c2ccc(OCC(=O)Nc3ccccc3Cl)cc2)cc1	0	-8	-34	5.5	100	10	15	-5	-4	-1
Nc1sc(-c2ccccc2)c(Cc2ccccc2)c1C(=O)O	1	14	-11	-3.7	116	5	-18	3	8	-6
COc1cccc(NC(=O)C2CC(=O)N/C(=N/NC(=O)c3ccc(C)cc3)S2)c1 (configuration not stated)	2	-2	6	-1.2	99	5	-2	4	-8	3
NC(CSC(c1ccccc1)(c1ccccc1)c1ccccc1)C(=O)O (configuration not stated)	-1	-7	-4	1.4	104	-4	-1	-2	-4	-5
COc1ccc(S(=O)(=O)N2CCCC(C(=O)NCc3ccncc3)C2)cc1 (configuration not stated)	-5	-3	-3	0.1	100	1	34	7	1	-4
CC1CN(/C(=N\S(=O)(=O)c2ccccc2)c2ccccc2)CC(C)O1 (configuration not stated)	1	11	3	0.9	97	-3	16	1	-2	6
O=C(/C=C/c1ccc2c(c1)OCO2)Nc1nc2ccc(F)cc2s1	-1	6	-11	-1.2	98	-2	-56	-5	1	-6
Cc1nc2sc(C(c3ccco3)N3CCN(c4ccccc4)CC3)c(O)n2n1 (configuration not stated)	4	-7	2	-0.8	103	11	10	1	7	9
CC(C)n1ncc2c(C(=O)NCCc3ccc(S(N)(=O)=O)cc3)cc(C3CC3)nc21	1	-2	5	-1.1	98	-2	5	0	-1	12
CC(=O)Oc1ccc(/C=C/c2nc3ccccc3c(=O)o2)cc1	-11	1	-4	1.7	98	-4	-35	11	0	-16
CCN(CC)C(=O)CSc1nc(C)cc(C)c1C#N	0	-2	5	-0.6	98	-4	-4	1	-9	-3
